TDP1 inh = inhibitors of human tyrosyl-DNA phosphodiesterase TDP1; Q9NUW8; recombinant TDP1, AlphaScreen DNA substrate cleavage; Potency, µM (top dose mostly 130 µM), for inactives: at the top dose activity change, negative = inhibition, most hits filed as inhibitors; hit rate 0.28% among 350,000; also: nearly all actives have a fitted effect of over 40% in size
Target sequence (Q9NUW8 whole entry, looked up): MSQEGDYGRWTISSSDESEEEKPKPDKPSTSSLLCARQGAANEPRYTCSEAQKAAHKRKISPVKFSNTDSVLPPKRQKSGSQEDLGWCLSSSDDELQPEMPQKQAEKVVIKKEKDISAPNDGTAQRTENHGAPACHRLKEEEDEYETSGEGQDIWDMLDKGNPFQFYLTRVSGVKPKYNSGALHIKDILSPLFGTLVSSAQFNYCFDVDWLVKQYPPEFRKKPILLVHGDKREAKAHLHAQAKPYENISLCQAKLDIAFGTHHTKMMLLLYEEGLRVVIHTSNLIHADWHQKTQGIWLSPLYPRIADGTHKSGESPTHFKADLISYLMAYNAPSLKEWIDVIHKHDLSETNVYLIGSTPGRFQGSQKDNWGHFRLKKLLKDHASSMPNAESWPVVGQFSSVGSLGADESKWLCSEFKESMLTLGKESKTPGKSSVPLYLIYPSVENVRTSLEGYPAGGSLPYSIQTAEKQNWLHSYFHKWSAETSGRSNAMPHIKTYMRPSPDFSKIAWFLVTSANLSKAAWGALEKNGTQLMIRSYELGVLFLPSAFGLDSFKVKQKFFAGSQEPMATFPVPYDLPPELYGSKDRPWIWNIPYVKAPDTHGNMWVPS
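AlphaScreen read-out: signal falls as enzyme removes the 3' tyrosine-FITC from a 5'-biotinylated DNA oligo (15 nM, 5 min, RT). Enzyme was E. coli-made recombinant Tdp1 at 1 nM, exposed to compound for 15 min beforehand; beads 10 ug/ml, 10 min.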
DT40 TDP1 CPT = DT40-hTDP1 cell growth loss with CPT; hit rate 12% among 420,000; Potency, µM (top dose mostly 46.2 µM), inactives show at the highest dose activity change, negative = growth inhibition, hits mostly inhibitors; chicken DT40 Tdp1-/-;hTDP1 cells + 20 nM CPT, ATP luminescence, 48 h; also: nearly all actives have a fitted effect of over 55% in size
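Chicken DT40 Tdp1-/- cells stably complemented with human TDP1 were seeded at 400 cells/well in medium containing 20 nM camptothecin, exposed to pin-transferred compounds, and grown at 37 °C for at least 48 hr. Viability was read as ATP luminescence.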
DT40 TDP1 no CPT = qHTS for Inhibitors of human tyrosyl-DNA phosphodiesterase 1 (TDP1): qHTS in cells in absence of CPT; DT40 Tdp1-/- hTDP1 cells, no CPT, ATP luminescence, 48 h; Potency, µM (doses to about 46.2 µM), for inactives: at the highest dose activity change, negative = growth inhibition, usual class: inhibitors; hit rate 15% among 420,000; AID 686978, 2013; also: nearly all actives have a fitted effect of over 55% in size
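A cellular qHTS used chicken DT40 cells lacking endogenous Tdp1 but carrying stably transfected human TDP1. Compounds were applied without camptothecin, and cell growth kinetics were judged by ATP-dependent luminescence after ≥48 hr.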
Numbers without * were called inactive; u = inconclusive; x = not tested or not shown; & = joins results of further samples; [ ] = another dose, or the depositor's remark. Calls follow the shape of the dose curve; as a rule, active = well fitted curve in the direction sought with a large enough effect; inconclusive = small, poorly fitted or top-dose-only effect, or another doubt; inactive = no such curve, though single readings can be large; an effect the other way counts as inactive or inconclusive. % is scaled to controls: 0 for no effect and ±100 for the full control effect; potency is read from the fitted curve at half-maximal effect.

1	COC(=O)C1=C(c2ccc3ccccc3c2)C[C@@H]2CC[C@H]1N2C(=O)N1CCCC1
2	O=c1[nH]c(=S)n(-c2ccccc2Cl)c(O)c1C=NCCN1CCNCC1
3	CN(CCC(N)CC(=O)NC1C=CC(n2ccc(N)nc2=O)OC1C(=O)O)C(=N)N (configuration not stated)
4	NC(N)=Nc1ccc2[nH]c3c(c2c1)C[C@@]1(O)[C@H]2Cc4ccc(O)c5c4[C@@]1(CCN2CC1CC1)[C@H]3O5
5	Cc1ccc2c(c1)N(N=O)CCC2
6	Cc1nc2ccccc2c(=O)n1-c1cccnc1
Screen / compound no.,1,2,3,4,5,6
TDP1 inh,0%,x,10%[56.1 µM],11%,4%,-5%
DT40 TDP1 CPT,2.9µM*,1%,u,2.3µM*,-11%,-10%
DT40 TDP1 no CPT,3.3µM*,-1%,-20%,4.6µM*,4%,-3%

7	CCCNC(=O)c1cc2c(c(-c3cccc(-c4cc5ccccc5o4)c3)n1)[C@H](CCO)N(C(=O)NC(C)C)C2
8	N#C/C(=C\c1ccc([N+](=O)[O-])cc1)c1nc(C2CC2)cs1
9	Cc1c(C=O)c2ccccc2n1Cc1ccc(F)cc1
10	CCCCn1c(=O)c(C(=O)NC(C)c2ccccc2)c(O)c2ccccc21 (configuration not stated)
11	O=C(Nc1cc2c(cc1C(=O)c1ccc(Br)cc1)OCCO2)c1ccc(Cl)cc1
12	CC(=O)c1cccc(OCC(O)CN2CC=C(c3ccccc3)CC2)c1 (configuration not stated)
Screen / compound no.,7,8,9,10,11,12
TDP1 inh,x,12%,3%,x,3%[2.28 µM],-8%
DT40 TDP1 CPT,8.2µM*,4%,21%,u,23µM*,u
DT40 TDP1 no CPT,12µM*,u,-27%,u,u,16µM*

13	CN1C(CC(=O)c2ccccc2)CCCC1CC(O)c1ccccc1 (configuration not stated)
14	c1ccc(N2CCCC3(CCNCC3)C2)cc1
15	CO[C@@H]1[C@@H](O[C@@H]2O[C@H](C)[C@@H](O[C@H]3C[C@@](C)(O)[C@@H](O)[C@H](C)O3)[C@H](N(C)C)[C@H]2O)[C@@H](CC=O)C[C@@H](C)[C@@H](O[C@@H]2CC[C@H](N(C)C)[C@@H](C)O2)/C=C/C=C/C[C@@H](C)OC(=O)C[C@H]1OC(C)=O
16	O=c1[nH]c(=O)n(CCC2=CCCCC2)c(O)c1C=NC1CCN(Cc2ccccc2)CC1
17	Cc1ccccc1-n1c(O)c(/C=N/Nc2nc3c(c(=O)n(C)c(=O)n3C)n2C)c(=O)[nH]c1=S
18	Cn1c(=O)oc2cc(S(=O)(=O)N3CCC(C(=O)N4CC=C(c5ccccc5)CC4)CC3)ccc21
Screen / compound no.,13,14,15,16,17,18
TDP1 inh,5%[56.1 µM],x,x,-1%,6%,1%
DT40 TDP1 CPT,u,u,u,15µM*,2%,23µM*
DT40 TDP1 no CPT,-20%&-10%,u,u,16µM*,-5%,12µM*

19	Cc1cccc(-n2c(O)c(/C=C/C=Nc3ccccc3)c(=O)[nH]c2=O)c1
20	CCc1ccc2c(CN3CC=C(c4ccccc4)CC3)cc(=O)oc2c1
21	Cc1ccc(-n2c(O)c(C=Nc3ccc(S(=O)(=O)N(C)C)cc3)c(=O)[nH]c2=O)cc1
22	CC(=NCc1cccnc1)c1c(O)n(-c2ccccc2C)c(=O)[nH]c1=O
23	Cc1c2cnn(CC(=O)N3CCC4(CC3)OCCO4)c(=O)c2c(C)n1Cc1ccc(F)cc1
24	Cc1cc(OCC(=O)NCC(O)c2ccccc2)c2c3c(c(=O)oc2c1)CCCC3 (configuration not stated)
Screen / compound no.,19,20,21,22,23,24
TDP1 inh,2%,2%,1%,-4%,0%,0%
DT40 TDP1 CPT,-15%,u,8%,3%,-22%,u
DT40 TDP1 no CPT,u,16µM*,-10%,2%,u,18µM*

25	O=C(c1cccn2c(=O)c3cc(Br)ccc3nc12)N1CCC2(CC1)OCCO2
26	COc1ccc(CCCc2nnc(SCC(=O)Nc3ccc(C)c(C)c3)o2)cc1
27	CCC(C)OC(=O)c1c(N)n(Cc2cccs2)c2nc3ccccc3nc12 (configuration not stated)
28	[N-]=[N+]=NCc1cn2cccnc2n1
29	Cc1cc(NC(=O)CCC(=O)N2CCC3(CC2)OCCO3)no1
30	COc1c(Cl)cc(Cl)cc1C(=O)Nc1cccc(-c2nc3ccccc3o2)c1C
Screen / compound no.,25,26,27,28,29,30
TDP1 inh,-8%,1%,-2%,5%,6%,-8%
DT40 TDP1 CPT,-8%,u,u,12%,-7%,u
DT40 TDP1 no CPT,-7%,u,u,-7%,-4%,u

Looked up by compound from above (4):
10	CCCCn1c(=O)c(C(=O)NC(C)c2ccccc2)c(O)c2ccccc21 (configuration not stated)
29	Cc1cc(NC(=O)CCC(=O)N2CCC3(CC2)OCCO3)no1
19	Cc1cccc(-n2c(O)c(/C=C/C=Nc3ccccc3)c(=O)[nH]c2=O)c1
6	Cc1nc2ccccc2c(=O)n1-c1cccnc1
Screen / compound no.,10,29,19,6
TDP1 inh,x,6%,2%,-5%
DT40 TDP1 CPT,u,-7%,-15%,-10%
DT40 TDP1 no CPT,u,-4%,u,-3%

Further compounds.
31	CC(=O)OC1CC2C(C)(C)C(O)C=C[C@@]2(C)C2CC[C@]3(C)C(=CC(=O)OC3c3ccoc3)[C@]12C (some centres not stated)
32	O=C(CCCOc1ccc(Cl)cc1Cl)N1CCC2(CC1)OCCO2
33	COc1cccc(OCc2cc(C(=O)N3C[C@H]4C[C@@H](C3)c3cccc(=O)n3C4)no2)c1
34	CC(C)(C)NC(=O)NC(=O)CN1CC=C(c2ccccc2)CC1
35	CCOc1ccc2nc(NC(=O)c3cccn(Cc4ccccc4C)c3=O)sc2c1
36	Cc1nn(Cc2ccccc2)c(C)c1C(=O)OCC(=O)Nc1ccccc1SCC#N
Screen / compound no.,31,32,33,34,35,36
TDP1 inh,5%,11%,x,2%,9%,2%
DT40 TDP1 CPT,-3%,u,4%,16µM*,2%,3%
DT40 TDP1 no CPT,-27%,u,-2%,13µM*,2%,-23%

37	CCC(C)n1c(O)c(C=NCc2cccnc2)c(=O)[nH]c1=S (configuration not stated)
38	CCCN(CCC)CCc1ccc(O)c(O)c1
39	C=CCn1c(O)c(C(C)=NCCN2CCOCC2)c(=O)[nH]c1=O
40	S=C1NC2(CCCCC2)NC12CCCCC2
41	O=P(O)(Oc1ccccc1)c1ccccc1
42	Cc1cccc(NC(=O)c2ncn3c2C(=O)NC[C@H]3C)c1
Screen / compound no.,37,38,39,40,41,42
TDP1 inh,x,-7%&-7%,7%,-5%,x,x
DT40 TDP1 CPT,17%,5%,-8%,-11%,-14%,-24%
DT40 TDP1 no CPT,8%,1%,-1%,-10%,-13%,u

43	COCCN(C(=O)COC(=O)Cc1ccccc1)c1c(N)n(Cc2ccccc2)c(=O)[nH]c1=O
44	CC(C)c1ccc(NC(=O)Cn2c(=O)oc3cc(S(=O)(=O)N4CCCC4)ccc32)cc1
45	CC1([N+](=O)[O-])COP(=O)(Nc2cccc(Cl)c2)OC1 (configuration not stated)
46	CCCN1CCCC(C(=O)c2cc(C)c(OC)c(C)c2)C1 (configuration not stated)
47	c1cnc(OCCN2CC2)cn1
48	Oc1c(Br)cc(-c2ccccc2)cc1Br
Screen / compound no.,43,44,45,46,47,48
TDP1 inh,x,5%,x,4%,x,x
DT40 TDP1 CPT,0%,9.2µM*,2%,u,8.2µM*,-10%
DT40 TDP1 no CPT,-11%,u,6%,u,13µM*,-23%

Part of the list above, showing only DT40 TDP1 CPT.
| cpd | SMILES | DT40 TDP1 CPT |
| --- | --- | --- |
| 43 | COCCN(C(=O)COC(=O)Cc1ccccc1)c1c(N)n(Cc2ccccc2)c(=O)[nH]c1=O | 0% |
| 44 | CC(C)c1ccc(NC(=O)Cn2c(=O)oc3cc(S(=O)(=O)N4CCCC4)ccc32)cc1 | 9.2µM* |
| 45 | CC1([N+](=O)[O-])COP(=O)(Nc2cccc(Cl)c2)OC1 (configuration not stated) | 2% |

Going on with the list:
49	CCCCCCC(=O)c1c(O)n(-c2ccccc2OC)c(=O)[nH]c1=O (tested in a mixture with another compound)
50	CN1CCN(c2c(F)cc([N+](=O)[O-])c(N)c2Br)CC1
51	Cc1cc(Br)ccc1N1C(=O)CC(=O)NC1=O
52	CCOC(=O)CC1c2ccccc2-n2nncc2CN1CC1CCCCC1 (configuration not stated)
53	CCOP(=O)(C#Cc1ccccc1)C(O)c1ccc(Br)cc1 (configuration not stated)
54	CC(=O)OC1CC2(C)C(C(C)=O)CCC2C2CCC3=CC(=O)CCC3(C)C12 (configuration not stated)
Screen / compound no.,49,50,51,52,53,54
TDP1 inh,3%,5%,-6%,x,x,x
DT40 TDP1 CPT,12%,8%,6%,u,u,u
DT40 TDP1 no CPT,3%,u,-4%,u,u,u

55	CC(C)(C)C(=O)N1Cc2cc(-c3cccc(F)c3)ccc2-n2nncc2C1
56	CCN1CCN(CC(c2ccccc2)c2ccccc2)CC1
57	Cc1ccc(-c2nnc(Nc3ccc(O)cc3)c3ccccc23)cc1S(=O)(=O)N1CCOCC1
58	CCOC(=O)C1C2NC(=O)N(Cc3ccccc3)C1(C)Oc1c(OC)cccc12 (configuration not stated)
59	CCOC(=O)c1nc2ccccc2c(=O)n1-c1ccc(C)cc1C
60	C1CCC(NC2CCCCC2)CC1
Screen / compound no.,55,56,57,58,59,60
TDP1 inh,x,x,2%[2.28 µM],5%,0%,1%&0%&13%&2%
DT40 TDP1 CPT,u,-14%,u,-18%,8.2µM*,5%&-2%
DT40 TDP1 no CPT,u,u,16µM*,-15%,10µM*,-7%&-18%

61	CN1CC[C@@]23CCCC[C@@H]2[C@@H]1Cc1ccc(O)cc13
62	CC(C)OP(=O)(O)NC(=O)c1ccccc1
63	CCOP(=O)(OCC)C(O)c1cccnc1 (configuration not stated)
64	CC1(C)C(O)CC(O)[C@]2(C)C1CC(O)[C@]1(C)C2CC[C@@]2(C)C(c3ccoc3)CC3OC312 (some centres not stated)
65	O=C1NC(=O)C2(Cc3ccccc3N3CCCC32)C(=O)N1c1ccc(Cl)cc1 (configuration not stated)
66	O=C(CN1CC=C(c2ccccc2)CC1)NC(=O)NC1CCCCC1
Screen / compound no.,61,62,63,64,65,66
TDP1 inh,5%,u,8%,10%,11%,0%
DT40 TDP1 CPT,-5%&-29%,1%,10%,-8%,u,-19%
DT40 TDP1 no CPT,6%&-15%,1%,-8%,-13%,u,u

Given bar-delimited: entries from further up.
entry | molecule | TDP1 inh | DT40 TDP1 CPT | DT40 TDP1 no CPT
62 | CC(C)OP(=O)(O)NC(=O)c1ccccc1 | u | 1% | 1%
61 | CN1CC[C@@]23CCCC[C@@H]2[C@@H]1Cc1ccc(O)cc13 | 5% | -5%&-29% | 6%&-15%
63 | CCOP(=O)(OCC)C(O)c1cccnc1 (configuration not stated) | 8% | 10% | -8%

Other results:
67	C/C(=N\N(C)c1ccccc1)c1c(O)[nH]c(=O)[nH]c1=O
68	CCOC(=O)C1=C(N)Oc2c(c(=O)oc3ccccc23)C12C(=O)N(C)c1ccccc12 (configuration not stated)
69	O=C1CN=C(c2ccccc2)c2cc(Cl)ccc2N1Cc1ccc(Cl)cc1
70	COC1CCCCC1NCCc1ccccc1 (configuration not stated)
71	CC12CCC3C(CCC4CC(=O)C(C(O)C(F)(F)F)CC43C)C1CCC2O (configuration not stated)
72	O=C(CN1C(=O)c2ccccc2C1=O)N1CCN(c2nnc(-c3ccccc3)c3ccccc23)CC1
73	CCC(=Nc1ccc2c(c1)CCC2)c1c(O)n(C)c(=O)n(C)c1=O
Screen / compound no.,67,68,69,70,71,72,73
TDP1 inh,8%,3%,9%,8%,x,2%,-5%
DT40 TDP1 CPT,-8%,u,u,21%,u,-19%,12µM*
DT40 TDP1 no CPT,-23%,0%&-14%,15µM*,4%,u,u,21µM*

Not all compounds are listed. The share of hits here may be higher or lower than overall.
